hgDAF12 agonist: hgDAF-12 agonism, primary luciferase screen | HEK293 GAL4-hgDAF12 UAS-luciferase reporter, agonist luminescence; normalized to butyrate control | activation, % at 6.8 µM | actives 1.8% (n = 370,000) | AID 687014;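 active = activation above a cutoff set at the mean of all screened compounds plus 3 SD, cut at about 10% in these data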;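 also: 0% = DMSO wells and 100% = sodium butyrate wells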
ssDAF-12 act: activates DAF-12 receptor from parasite S. stercoralis. HEK293 ssDAF-12/GRIP1 lit1-tk-luc reporter, luminescence; % of 3 µM dafachronic acid response. activation, % at 6.8 µM. actives 1% (n = 370,000);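 active = activation above the mean over all tested compounds plus 3 SD, cut at about 0.9% in these data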;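 also: 0% = DMSO-only wells and 100% = 3 µM delta7-dafachronic acid wells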
SMARCA2 act: activators of SMARCA2 function; MG213 cells, MMTV-luciferase reporter, dexamethasone, overnight; activation, % at 9.1 µM; actives 1% (n = 370,000); in the data active = activation above about 7.8%;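 also: 0% = vehicle wells and 100% = reference activator wells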
DAX1 inh-1: DAX1 (NR0B1) inhibition, primary screen; AID 652010; inhibition, % at 6.8 µM; HEK293T StAR-luciferase reporter, SF-1/DAX-1 repression relief; actives 1.1% (n = 370,000);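 active = inhibition above the mean over all tested compounds plus 3 SD, cut at about 3.6% in these data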;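 also: 0% = DAX-1 cells with DMSO and 100% = cells lacking DAX-1 with DMSO; higher inhibition means more luminescence from relief of DAX-1 repression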
PLC-beta3 inh: blocks human PLC-beta3 enzyme activity. actives 0.18% (n = 370,000). Purified PLC-beta3, fluorogenic substrate, fluorescence. inhibition, % at 12.2 µM. AID 720704; in the data active = inhibition above about 11%;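 also: 0% = median of compound wells on plate and 100% = full blocker control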
hcDAF12 agonist: H. contortus DAF-12 activation, primary screen. AID 652067. HEK293 hcDAF-12 lit1-tk-luc reporter, luminescence; 0% DMSO, 100% Δ7-dafachronic acid. activation, % at 6.8 µM. actives 1.4% (n = 370,000);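 active = activation above the mean of all tested compounds plus 3 SD, cut at about 5.5% in these data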;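 also: 100% = response to 3 µM Δ7-dafachronic acid high control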
NR1D1 modulator: Rev-erb alpha (human) modulation. P20393. actives 0.79% (n = 370,000). Rev-erbα–FITC-DNA binding, fluorescence polarization, 90 min. activity, % at 10 µM. AID 1259318;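 active = activity above about 14%, limit read from the data; passing the limit was not always enough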;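 also: 0% = DMSO wells with 35 nM protein and 100% = DMSO wells with 750 nM protein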
Target sequence (P20393 whole entry, looked up): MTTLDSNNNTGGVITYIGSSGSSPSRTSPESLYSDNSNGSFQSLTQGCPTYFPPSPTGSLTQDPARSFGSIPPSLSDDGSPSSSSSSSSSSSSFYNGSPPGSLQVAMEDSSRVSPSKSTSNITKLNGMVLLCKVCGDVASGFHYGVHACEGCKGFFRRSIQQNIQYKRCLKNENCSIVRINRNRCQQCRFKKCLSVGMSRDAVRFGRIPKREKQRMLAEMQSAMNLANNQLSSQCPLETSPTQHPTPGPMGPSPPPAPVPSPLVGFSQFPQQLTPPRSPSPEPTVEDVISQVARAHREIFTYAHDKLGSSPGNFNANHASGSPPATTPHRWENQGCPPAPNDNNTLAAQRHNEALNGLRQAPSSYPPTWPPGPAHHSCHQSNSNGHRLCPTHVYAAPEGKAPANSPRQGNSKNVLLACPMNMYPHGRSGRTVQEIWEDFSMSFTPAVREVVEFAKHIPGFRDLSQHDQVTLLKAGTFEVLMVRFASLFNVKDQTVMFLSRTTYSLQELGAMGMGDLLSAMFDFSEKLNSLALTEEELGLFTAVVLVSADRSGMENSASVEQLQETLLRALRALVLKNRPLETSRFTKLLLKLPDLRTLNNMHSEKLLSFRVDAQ
PG9 binder: binds the HIV-1 gp120 antibody PG9. actives 0.43% (n = 360,000). inhibition, % at 6.7 µM. TR-FRET gp120-PG9 antibody binding; in the data active = inhibition above about 8.5%
DAX1 inh-2: inhibitors of human orphan nuclear receptor DAX1 (NR0B1); P51843; HEK293 Gal4-DAX1 luciferase reporter, luminescence; inhibition, % at 6.75 µM; actives 0.99% (n = 340,000); AID 504766;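 active = inhibition above the mean over all tested compounds plus 3 SD, cut at about 4.2% in these data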;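 also: 0% = DAX1-transfected cells with DMSO and 100% = empty-vector control cells with DMSO; inhibition shows as a rise in luminescence from relieved DAX1 repression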
Target sequence (P51843 207-470 limits assumed): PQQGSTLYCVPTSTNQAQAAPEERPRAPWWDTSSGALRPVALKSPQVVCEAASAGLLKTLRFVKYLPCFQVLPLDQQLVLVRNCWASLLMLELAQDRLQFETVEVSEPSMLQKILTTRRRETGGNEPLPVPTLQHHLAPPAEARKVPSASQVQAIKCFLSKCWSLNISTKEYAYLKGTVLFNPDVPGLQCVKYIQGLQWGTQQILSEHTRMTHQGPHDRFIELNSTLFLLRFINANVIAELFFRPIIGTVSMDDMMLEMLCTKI
sPLA2-III inh: Blocks human group III sPLA2 activity | QFRET BODIPY PC-A2 liposome hydrolysis, fluorescence | inhibition, % at 12.2 µM | actives 0.56% (n = 370,000) | AID 743126;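 active = inhibition above mean plus 3 SD of compounds lying within the high and low control bounds, cut at about 19% in these data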;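 also: 0% = median of test compound wells and 100% = no enzyme DMSO wells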
GAA850 FXN act: increases GAA850 frataxin promoter reporter activity; actives 0.56% (n = 360,000); AID 540364; activation, % at 6 µM; HEK293 lucGAA850 FXN promoter luciferase reporter, 24 h; percent of 10 µM SAHA response;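 active = activation above the average of all compounds screened plus 3 SD, cutoff fixed separately per campaign, cut at about 7.5% in these data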;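 also: 0% = DMSO wells and 100% = 10 µM SAHA wells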
Starred values were filed as active, the others as inactive; i = inactive; / = no result given.

Structure	PLC-beta3 inh	SMARCA2 act	DAX1 inh-1	sPLA2-III inh	DAX1 inh-2	ssDAF-12 act	hcDAF12 agonist	PG9 binder	NR1D1 modulator	hgDAF12 agonist	GAA850 FXN act
CN1CCc2cc(Cl)c(O)cc2[C@@H](c2ccccc2)C1	-4	-6	-1.6	14	-1.0	-1.6	-1.8	-0.1	-4	-0.8	-1.1
CC(=O)c1c(N2CCN(C)CC2)[nH]c(-c2ccccc2)nc1=S	-1	0	-0.4	1	0.5	-1.0	0.7	-0.2	-2	0.0	2.2
CN1CCN(CC#CCC(O)(c2ccccc2)C2CCCC2)CC1 (stereo unspecified)	2	-1	-0.2	-4	0.4	-1.5	-1.3	0.8	0	0.6	4.2
Cn1c(=O)c2sccc2n2c(CCCC(=O)NCc3ccco3)nnc12	-1	-1	-0.5	-1	-0.2	-1.1	2.5	0.4	2	0.2	0.7
O=S(=O)(c1ccc(Br)cc1Cl)N1CCCN(c2ccc(C(F)(F)F)cn2)CC1	-2	1	0.3	-2	-1.7	-1.7	-0.5	-1.2	1	0.0	0.5
O=C(NCC(F)(F)F)c1cc2c(c(-c3cccc(-c4ccccc4F)c3)n1)[C@@H](CCO)N(C(=O)CC1CC1)C2	2	5	-2.1	-19	/	-1.4	-2.3	-1.1	8	-2.0	/
COc1ccc(CNC(=O)CC2C[C@H](C(=O)N3CCOCC3)[C@@]3(CCC4CCCC4)c4[nH]c5ccccc5c4CCN3C2=O)cc1OC (stereo partly specified)	-1	5	-0.9	-2	0.8	-1.3	-0.4	0.5	4	-0.8	-7.4
CC(C)CNc1cccc2c1S(=O)(=O)N[C@@H](C)CO2	1	-4	1.2	2	/	-0.9	-1.3	-0.9	1	-0.9	/
CCCCCCNS(=O)(=O)c1ccc(OC)c(OC)c1	5	3	-0.5	-9	-0.9	-1.6	-1.5	-1.6	-3	0.2	3.6
O=C(N/N=C(\Cc1ncc[nH]1)c1ccccc1)c1cccnc1	-27	2	-0.5	-5	-0.2	-1.2	-1.3	-1.9	-4	1.4	3.0
CCOc1ccc(C(=O)N2CCC(C(=O)c3ccc4c(c3)OCCO4)CC2)cc1	-5	-3	-1.2	-9	-1.7	-1.8	-2.8	-0.3	-3	-1.9	0.6
COc1cccc(CNC(=O)C2CC(=O)N(c3ccc4c(c3)OCCO4)C2)c1 (stereo unspecified)	-5	-2	-0.7	4	-0.2	-1.5	1.8	0.7	-1	1.4	0.5
CCOc1ccc(C(=O)C(CCC(CN(C)C)C(=O)c2ccc(OCC)cc2)CN(C)C)cc1 (stereo unspecified)	2	-13	-3.0	-13	-4.5	-2.7	-6.1	-0.4	3	-12	-15
Cc1cc(=O)[nH]c(N2CCN(C(=O)c3ccco3)CC2)n1	-3	0	0.1	3	0.3	-0.5	-0.9	-4.3	0	0.2	0.7
COc1cc2c(cc1OC)C(c1cc3cc(OC)c(OC)cc3[nH]c1=O)N(C(=O)C1CC1)CC2 (stereo unspecified)	-112	2	0.3	4	0.6	-1.3	-1.8	-1.0	2	-2.5	-1.3
COc1cc(/C=N/NC(=O)C(C)Nc2n[nH]c(=O)[nH]c2=O)ccc1O (stereo unspecified)	1	-1	-0.1	1	-1.0	-0.8	0.8	-3.9	-4	-0.2	-0.6
COc1ccc(CCNC(=O)C/C(C)=N/NC(=O)C(c2ccccc2)c2ccccc2)cc1OC	-6	-2	0.3	-12	0.3	-0.9	-0.5	-0.9	3	-3.1	0.9
COc1cccc(OCC(O)CN2C(C)CCCC2C)c1 (stereo unspecified)	-1	1	-0.1	0	-0.2	-1.2	-1.5	-3.4	-6	0.1	0.4
O=C(NCC1CCCO1)c1ccc(CS(=O)(=O)c2c(Cl)cccc2Cl)o1 (stereo unspecified)	2	-1	-0.4	3	2.2	-1.0	-1.9	0.9	-5	-0.3	1.4
CC1C(=O)N2CCCc3cc(S(=O)(=O)N(C)c4ccccc4)cc1c32 (stereo unspecified)	-26	-4	0.1	-12	0.0	-0.8	-1.6	0.6	3	0.2	0.1
O=C(Nc1nnc(-c2ccccn2)o1)c1ccc(Br)cc1	-5	0	0.3	5	1.3	-1.0	0.2	-0.5	-8	2.5	1.7
CCOCCCNC(=O)C1CCN(S(=O)(=O)c2c(C)noc2/C=C\c2ccc(OC)cc2)CC1	-1	-3	1.0	-1	0.6	-1.1	-1.5	0.9	2	-1.9	0.6
CC(NC(=O)c1cc(=O)[nH]c2ccccc12)c1ccccc1 (stereo unspecified)	-42	1	0.0	5	0.4	-1.1	0.4	0.2	-3	-0.9	0.0
Cc1ccc(S(=O)(=O)N2CCOCC2)cc1NC(=O)CSc1n[nH]c(N)n1	0	4	-0.1	1	-0.8	-1.3	0.0	-0.1	6	-1.2	-0.9
CCCc1c(C(=O)N/N=C/c2ccc3c(c2)OCO3)nnn1-c1nonc1N	3	-6	-0.2	0	-0.1	-0.8	-1.9	1.9	-9	1.2	0.4

Additional results:
Structure	PLC-beta3 inh	SMARCA2 act	DAX1 inh-1	sPLA2-III inh	DAX1 inh-2	ssDAF-12 act	hcDAF12 agonist	PG9 binder	NR1D1 modulator	hgDAF12 agonist	GAA850 FXN act
Cc1nnc(N2CCCCC2)c2ccccc12	-8	-7	-0.3	4	-0.4	-1.0	1.0	2.1	-2	0.1	1.2
COc1cccc(CN2CCNC(=O)C2CC(=O)N(Cc2cnn(C)c2)C(C)C)c1 (stereo unspecified)	0	-3	0.7	-5	1.0	-0.1	1.2	-0.9	-1	1.9	0.4
O=C(CSc1n[nH]c(-c2cccs2)n1)NC1CCS(=O)(=O)C1 (stereo unspecified)	4	-3	0.9	8	0.7	-1.1	1.5	-2.3	4	0.4	1.1
O=C(O)c1ccc(CN2CCOCC2)o1	1	-2	0.0	0	-0.2	-0.8	0.6	-2.9	-3	3.7	2.4
Cc1cc(C)cc(NC(=S)N2CCC(NC(=O)c3ccc(F)cc3)CC2)c1	-4	-1	-0.2	11	1.1	-1.5	-0.6	-1.0	0	-0.9	0.4
COc1cccc(Nc2c(Nc3cccc(OC)c3)c(=O)c2=O)c1	-3	1	0.3	-4	0.1	-1.2	-0.6	0.2	-19	1.2	1.2
COc1ccc(-c2cn3cc(C)ccc3n2)cc1F	-16	3	4.8*	-4	-1.6	-0.3	5.6*	-0.4	4	10	2.1
COc1ccc(NC2CCCN(C(=O)c3cccc(C)n3)C2)cc1OC (stereo unspecified)	-12	1	-2.0	1	0.2	-1.2	1.6	-3.4	-7	-1.7	0.2
CSc1ccc(CN(C)C(=O)CNC(=O)c2ccc3c(c2)OCO3)cc1	-3	4	-1.3	1	0.3	-1.5	0.2	-1.1	-6	-0.6	1.3
COc1ccc(C(C(=O)NC2CCCC2)N(C(=O)c2snc(-c3ccc(F)cc3)c2N)c2cccc(F)c2)cc1 (stereo unspecified)	4	-4	-0.4	-1	0.8	-0.9	-0.2	-0.7	0	-3.4	-2.5
COc1ccc(/C=C(/C(=O)c2cccs2)N2C=CC=CC2=C(C#N)C#N)cc1	-114	15*	-0.9	-1	-1.4	-1.0	1.6	0.1	1	0.4	14*
COC(=O)c1ccccc1N=Nc1c(N)n[nH]c1N	-3	-1	0.3	-2	0.0	-0.4	2.6	-6.3	-4	1.4	1.1
CCNc1nc(NCc2ccccc2)nc(SCC(N)=O)n1	-5	-2	-0.5	7	0.0	-1.9	-0.2	-0.5	-8	-3.6	2.5
O=Nc1c(O)n(Cc2ccc(Cl)cc2)c2ccccc12	-5	-3	-0.9	-49	-1.9	-1.1	-2.0	-1.6	-1	-2.1	0.3
CCOC(=O)CC(=O)NC(CC(=O)OC)c1ccc(C(C)C)cc1 (stereo unspecified)	-6	3	-0.4	-14	1.2	-0.6	-1.2	-0.4	/	1.0	-0.5
CC(=O)OCC(=O)[C@@]12OC3(CCCC3)O[C@@H]1C[C@H]1[C@@H]3CCC4=CC(=O)C=C[C@]4(C)[C@@]3(F)[C@@H](O)C[C@@]12C	0	0	1.3	-39	-0.1	-1.1	-4.1	0.9	0	-4.9	-0.1
COc1ccc(-c2csc(NC(=O)c3ccccc3NS(=O)(=O)c3ccc(F)c(F)c3)n2)cc1	-51	-11	-4.2	-78	-6.8	-2.5	-5.3	-1.4	3	-12	-10
CCN1CCN(C(c2cccs2)C(C)NC(=S)Nc2cccc(C)c2C)CC1 (stereo unspecified)	-3	-1	0.9	14	2.3	-1.1	-1.7	0.9	-1	1.2	-1.3
CN(C)C(=O)N1CCN(c2nc(-c3ccccc3)cs2)CC1	-4	11*	1.1	5	4.6*	-0.7	0.2	-2.3	-1	9.7	6.4
O=C(Nc1cccc(-c2cn3cccnc3n2)c1)c1cccs1	i	-3	-0.7	8	-0.4	-1.5	-2.3	0.1	-2	-1.4	2.2
COC(=O)C1=C(C)N(C)C(=NCc2ccc(OC)cc2)NC1c1ccccc1 (stereo unspecified)	4	-5	0.1	14	/	-0.1	-0.7	2.5	-6	0.6	/
N#Cc1ccsc1NC(=O)C1CCN(S(=O)(=O)c2cccs2)CC1	0	5	-1.4	1	-0.4	-1.4	-1.6	-0.2	1	1.1	-0.2
CC(Oc1ccc(Br)cc1)C(=O)Nc1ccc(S(=O)(=O)Nc2nccs2)cc1 (stereo unspecified)	-5	-3	-0.2	-55	-0.1	-0.5	-2.8	-1.2	-3	-1.9	1.6
COc1ccc(NC(=O)C(C2CC2)n2c(=O)c(-c3ccco3)nc3ccccc32)cc1 (stereo unspecified)	-23	-3	-0.6	-10	/	0.0	1.1	-1.2	-1	1.2	/
C=CCOc1nc2c(c(=O)n(Cc3ccc(Cl)cc3)c(=O)n2C)n1C	4	0	0.3	-5	-0.4	-1.5	-2.0	0.6	-2	0.2	2.2
Cc1ccc(-c2nc(CN(Cc3c(C)nn(C)c3C)C(C)C)c(C)o2)o1	-19	0	-0.2	-3	-0.5	-0.5	0.9	0.5	1	-1.1	-0.5

Whole records as entered above. Order of screens: PLC-beta3 inh, SMARCA2 act, DAX1 inh-1, sPLA2-III inh, DAX1 inh-2, ssDAF-12 act, hcDAF12 agonist, PG9 binder, NR1D1 modulator, hgDAF12 agonist, GAA850 FXN act
Record of O=C(CSc1n[nH]c(-c2cccs2)n1)NC1CCS(=O)(=O)C1 (stereo unspecified) = 4, -3, 0.9, 8, 0.7, -1.1, 1.5, -2.3, 4, 0.4, 1.1
Record of CCN1CCN(C(c2cccs2)C(C)NC(=S)Nc2cccc(C)c2C)CC1 (stereo unspecified) = -3, -1, 0.9, 14, 2.3, -1.1, -1.7, 0.9, -1, 1.2, -1.3
Record of COc1cc2c(cc1OC)C(c1cc3cc(OC)c(OC)cc3[nH]c1=O)N(C(=O)C1CC1)CC2 (stereo unspecified) = -112, 2, 0.3, 4, 0.6, -1.3, -1.8, -1.0, 2, -2.5, -1.3
Record of CN1CCc2cc(Cl)c(O)cc2[C@@H](c2ccccc2)C1 = -4, -6, -1.6, 14, -1.0, -1.6, -1.8, -0.1, -4, -0.8, -1.1
Record of COc1ccc(CCNC(=O)C/C(C)=N/NC(=O)C(c2ccccc2)c2ccccc2)cc1OC = -6, -2, 0.3, -12, 0.3, -0.9, -0.5, -0.9, 3, -3.1, 0.9
